# High-throughput results (PubChem)
# TSHR antag: antagonists of human thyroid stimulating hormone receptor | P16473 | TSHR-expressing cells, TSH-stimulated cAMP HTRF, 2 h; hits give low values | activity change, negative = inhibition, % at 11.5 µM | actives 0.2% (n = 330,000) | AID 504810;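 active = activity change below a set negative limit, meaning inhibition stronger than a set level, cut at about -70% in these data; inconclusive = activity change between two set negative limits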; note: % is set by controls: 0 for no effect and ±100 for the full control effect
# Target sequence (P16473 whole entry, looked up): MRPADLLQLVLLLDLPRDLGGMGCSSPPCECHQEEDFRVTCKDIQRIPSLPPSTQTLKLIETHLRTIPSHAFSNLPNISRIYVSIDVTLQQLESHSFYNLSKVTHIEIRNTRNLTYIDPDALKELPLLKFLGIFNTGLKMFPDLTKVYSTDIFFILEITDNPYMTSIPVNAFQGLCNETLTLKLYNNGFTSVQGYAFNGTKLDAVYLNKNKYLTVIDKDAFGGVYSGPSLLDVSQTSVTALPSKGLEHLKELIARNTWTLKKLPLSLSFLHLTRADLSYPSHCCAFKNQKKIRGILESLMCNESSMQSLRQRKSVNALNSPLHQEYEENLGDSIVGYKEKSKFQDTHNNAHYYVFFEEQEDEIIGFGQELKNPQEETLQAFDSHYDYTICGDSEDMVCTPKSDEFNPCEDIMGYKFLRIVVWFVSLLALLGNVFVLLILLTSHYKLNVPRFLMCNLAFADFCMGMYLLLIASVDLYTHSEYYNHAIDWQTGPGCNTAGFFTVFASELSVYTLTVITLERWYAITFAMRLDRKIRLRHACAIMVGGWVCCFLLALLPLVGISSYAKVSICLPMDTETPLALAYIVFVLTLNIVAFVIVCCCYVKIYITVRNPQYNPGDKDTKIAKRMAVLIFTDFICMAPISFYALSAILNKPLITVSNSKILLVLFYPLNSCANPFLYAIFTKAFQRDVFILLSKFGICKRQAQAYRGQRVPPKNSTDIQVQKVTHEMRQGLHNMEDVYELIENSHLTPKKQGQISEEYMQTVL
#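 TSHR-expressing cells, 200/well, pre-treated with compound, then stimulated with EC80 TSH (4nM final) for 2 hours at 37 deg C. cAMP measured by competitive HTRF: anti-cAMP cryptate antibody in lysis buffer plus cAMP-d2, read after 30 minutes at room temperature.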
# ASM inhibitor: inhibitors of human secretory acid sphingomyelinase | Potency, µM (doses to about 57.5 µM), for inactives: top-dose activity change, negative = inhibition, most hits filed as inhibitors | placental ASM, HMU-PC fluorogenic substrate, 60 min | actives 0.006% (n = 340,000) | P17405; note: potency is the fitted concentration of half-maximal effect
#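 HMU-PC0 cleavage (9 uM final) by human placental ASM, 60 min at 37 °C following 10 min compound exposure at RT; stopped at pH 10, fluorescence Ex 386/Em 447 nm.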
# Tb PFK inh: blocks T. brucei phosphofructokinase; O15648; T. brucei PFK, ADP-Glo luminescence; Potency, µM (top dose mostly 57.5 µM), inactives show at the highest dose activity, negative = inhibition, most hits filed as inhibitors; actives 0.17% (n = 330,000); AID 485367;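 note: potency is the fitted concentration of half-maximal effect; 0% = uninhibited 1x PFK enzyme wells and -100% = no-enzyme wells; nearly all actives have a fitted effect of over 60% in size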
#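 In TEA buffer at pH 8.0 with 5 mM MgCl2, enzyme (1.25 nM) converted F6P (0.5 mM) and ATP (0.1 mM) for 45 min at room temperature. ADP product was read by luciferase luminescence.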
# ELG1 DNA repair: inhibitors of ELG1-dependent DNA repair in HEK293T cells. Potency, µM (titrated, usually from 46.1 µM), without a hit: top-dose activity change, negative = inhibition, usual class: inhibitors. AID 504467. HEK293T ELG1-luciferase reporter, luminescence, 16 h; DNA damage induced by 5-fluorouridine. actives 2.3% (n = 330,000); note: potency is the fitted concentration of half-maximal effect; % is set by controls: 0 for no effect and ±100 for the full control effect; nearly all actives have a fitted effect of over 55% in size
#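 Reporter activity after DNA damage by 5-fluorouridine is monitored. Compound-treated cells incubate 16 hr at 37 °C, then ONE-Glo is added for 30 min before luminescence reading.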
# BCR signal inh: blocks chronic active B-cell receptor signaling; ABC-DLBCL IkBa-CBG/CBR reporter, luminescence ratio, 4 h; Potency, µM (doses to about 46.1 µM), inactives show at the highest dose ratio change, negative = lower green/red ratio, most hits filed as inhibitors; actives 0.05% (n = 340,000); AID 493014; active = well fitted inhibition curve with a large enough effect in the signal ratio, with a control signal flat, not every such curve was filed as active; inconclusive = small, poorly fitted or top-dose-only effect, or effect the other way, or a change in a side signal; the % refers to the signal ratio;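 note: potency is the fitted concentration of half-maximal effect; plate controls were basal doxycycline-induced cells for no effect and cells given 10 µM MG132 for full effect; MG132 reads +100%, hits lower the ratio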
#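 Concentration-response series (up to 46 uM) were applied to TMD8 dual-reporter cells for 4 h at 37C with doxycycline. Green/red ratio, after filter-overlap correction, defined %Activity; red signal alone was normalised to basal cells and zero luminescence.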
# Mito fusion yeast: inhibitors of mitochondrial division or activators of mitochondrial fusion. S. cerevisiae fusion-defective mutant growth rescue, CellTiterGlo 48 h. actives 0.23% (n = 320,000). Potency, µM (highest dose often 46.1 µM), inactives show at the highest dose growth rescue (activation), usual class: activators;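 note: potency is the fitted concentration of half-maximal effect; % of control where 0% means no effect; nearly all actives have a fitted effect of over 45% in size; temperature-sensitive fusion mutants such as fzo1-1 at 37 °C on non-fermentable ethanol glycerol medium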
#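 Yeast fusion mutant, YPEG (non-fermentable carbon), compound, 48 h at 37C non-permissive; CellTiterGlo added, 10 min RT, luminescence read. Rescued growth = division inhibition.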
# PTAP TSG101 blk: blocks PTAP/TSG101 interaction to inhibit HIV-1 budding; Q99816; Fluorescence polarization, FITC-PTAP peptide / Tsg101 binding; Potency, µM (top dose mostly 115 µM), inactives show top-dose activity change, negative = inhibition, most hits filed as inhibitors; 340,000 tested, under 10 active; active = well fitted inhibition curve with a large enough effect in the main read-out, with a control signal flat, not every such curve was filed as active; inconclusive = small, poorly fitted or top-dose-only effect, or effect the other way, or a change in a side signal; inactive = no such curve, though single readings can be large or run the other way; note: potency is the fitted concentration of half-maximal effect; % of control where 0% means no effect
#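 Fluorescence anisotropy tracks displacement of a FITC-tagged PTAP peptide (50 nM) from the Tsg101 binding domain (10 uM), following a 20 min room-temperature incubation at pH 7.5.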
# Eya2 phos inh: blocks the phosphatase activity of human Eya2; O00167; recombinant Eya2, OMFP fluorescence dephosphorylation (OMFP is methylfluorescein phosphate); Potency, µM (top dose mostly 76.9 µM), inactives show at the highest dose activity, negative = inhibition, actives largely listed as inhibitors; actives 0.006% (n = 330,000); AID 488837; note: potency is the fitted concentration of half-maximal effect; % is set by controls: 0 for no effect and ±100 for the full control effect
#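 Eya2 protein (added as 0.2 uM solution) was preincubated with compound for 10 min at ambient temperature in 50 mM HEPES pH 7.5, 50 mM NaCl, 5 uM MgCl2, 0.05% BSA, 1 mM DTT. OMFP (added at 50 uM) then reacted 10 min; fluorescence read at 485/525 nm.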
# TCR activator: activators of T cell receptors | Potency, µM (series often up to 9.22 µM), without a hit: at the top dose activation of IL-2 secretion, most hits filed as activators | primary human leukocytes, anti-CD3, IL-2 HTRF, 48 h | 330,000 tested, under 10 active; note: % of control where 0% means no effect
#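 TCR engagement came from a-CD3 beads alone, with compounds added to primary human leukocytes for 48 hr. Secreted IL-2 bridged europium cryptate- and d2-labelled anti-IL-2 antibodies, giving FRET emission at 665nm after 320nm excitation.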
# Integrin act MD: integrin-mediated muscular dystrophy alleviation activation | Potency, µM (top dose mostly 38.3 µM), for inactives: at the highest dose activation, usual class: activators | AID 624291 | actives 0.064% (n = 350,000) | alpha7betagal myoblasts, beta-gal FDG fluorescence, 48 h;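 note: potency is the fitted concentration of half-maximal effect; 100% = response of the positive control SU9516; nearly all actives have a fitted effect of over 60% in size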
#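 alpha7betagal+/- myoblasts (passage 13, 250/well) treated 48 h at 37C with compounds at 1:260 dilution of DMSO stock. Lysed, then beta-galactosidase activity read as FDG fluorescence (ex 480/em 540) after 30 min, with pre-read for autofluorescence.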
# AT treatment: potential ataxia-telangiectasia treatments restoring KAP-1 phosphorylation; […] A-T fibroblasts, KAP-1 phosphorylation AlphaLISA; neocarzinostatin DNA damage 30 min before lysis; Potency, µM (titrated, usually from 57.5 µM), for inactives: at the top dose activation, usual class: activators; actives 0.19% (n = 320,000); note: potency is the fitted concentration of half-maximal effect; % of control where 0% means no effect; nearly all actives have a fitted effect of over 45% in size
#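 ATM-like activity read as KAP-1 phosphorylation via AlphaLISA donor/acceptor antibody pairs after lysis and 6 hr at 25C. Cells were ATM-null patient fibroblasts ([…], hTERT), dosed 60 min, then exposed to the DSB inducer NCS for 30 min.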
# An asterisk follows results filed as active; u = inconclusive; x = not tested or not shown; [ ] = remark or other dose. Unless noted, calls come from the whole dose curve; as a rule, active = well fitted curve in the direction sought with a large enough effect; inconclusive = small, poorly fitted or top-dose-only effect, or another doubt; inactive = no such curve, though single readings can be large; an effect the other way counts as inactive or inconclusive.
SMILES,TSHR antag,ASM inhibitor,Tb PFK inh,ELG1 DNA repair,BCR signal inh,Mito fusion yeast,PTAP TSG101 blk,Eya2 phos inh,TCR activator,Integrin act MD,AT treatment
Cc1cc(S(=O)(=O)N2CCN=C2c2ccccc2)c(C)cc1Cl,-2,1%,0%,-6%,u,7%,-3%,-2%,-7%[46.1 µM],23%,2%
Cc1ccccc1CN1CCN(CC2CC2)CC1CCO (centres undefined),0,-1%,0%,-4%,6%,-2%,-2%,u,x,22%,0%
COc1cc(O)oc1C=Nc1ccc(C(F)(F)F)cc1,-10,4%,-5%,u,-3%,-5%,-2%,-5%,-24%,40%,-3%
CCOC(=O)c1c(NC(=O)c2c(Br)cnn2C)c(C#N)nn1-c1ccccc1,-25,-1%,0%,u,u,-5%,-12%,-10%,-4%,-7%,3%
CCOC(=O)c1cnc2c(OC)cccc2c1N1CCN(c2ccccc2OC)CC1,11,-6%,2%,10µM*,-14%,0%,0%,-6%,8%,10%,10%
CCOc1ccc(C(=O)COC(=O)c2cc(=O)[nH]c3ccccc23)cc1,-3,21%,4%,u,-10%,-7%,-2%,4%,3%,-3%,8%
Cc1cc(Br)cc(Cl)c1OCC(=O)NC(=O)NCc1ccccc1,-15,-1%,-4%,27%,-6%,-1%,-4%,7%,-2%[46.1 µM],5%,4%
NC(=O)C1CCN(c2oc(-c3cccs3)nc2S(=O)(=O)c2ccc(Br)cc2)CC1,-8,-3%,8%,-5%,1%,x,0%,-2%,-1%,u,4%
COc1ccc(OC)c(/C=C/C(=O)c2ccc3c(c2)OCO3)c1,-31,7%,0%,u,u,8%,-6%,11%,-4%,-52%[inhibitor],8%
Clc1ccc(Cn2ncc3c(NCc4ccco4)ncnc32)c(Cl)c1,-4,-8%,-2%,u,u,16%,1%,-12%,6%,-30%,-11%
COc1ccc(-c2[nH]c(-c3cc(OC)c4c(c3)OCO4)nc2-c2ccccc2)cc1,-19,u,5%,21µM*,u,u,-2%,-13%,4%[46.1 µM],-39%,-2%
CCN(C(=O)c1ccco1)c1nnc(-c2ccc(OC)cc2)s1,-19,-1%,2%,u,-9%,0%,-6%,-5%,6%[46.1 µM],11%,6%
CN(C(=O)CCl)C1CCCc2ccccc21 (centres undefined),0,-6%,1%,4%,u,0%,-1%,2%,0%,-75%[inhibitor],7%
CCC(c1nnnn1CC1CCCO1)N(CCCO)Cc1cc2cccc(C)c2[nH]c1=O (centres undefined),2,2%,-3%,6%,7%,-2%,-9%,20%,7%,-8%,-2%
CCOC(=O)N1CCN(S(=O)(=O)c2cccc3cccnc23)CC1,-3,0%,-7%,-1%,u,-2%,0%,7%,0%,25%,1%
CC1CCCN(C(=O)CCc2nnc(-c3ccc4c(c3)OCO4)o2)C1 (centres undefined),-6,3%,6%,u,8%,-5%,-1%,7%,0%,-24%,11%
O=C(NC1CCCC1)C(c1ccccn1)N(Cc1ccccc1F)C(=O)c1csnn1 (centres undefined),-6,-1%,1%,0%,2%,7%,0%,0%,-5%,11%,2%
CCOC(=O)C(Cc1ccc(NC(=O)/C(=C/c2ccccc2)NC(=O)c2ccccc2)cc1)N1C(=O)c2ccccc2C1=O (centres undefined),-7,3%,-5%,-6%,-8%,1%,-2%,5%,1%,-8%,-1%
CCOC(=O)CNC(=O)CSc1nc2c(C)cccc2cc1CC,-8,-2%,3%,0%,0%,5%,-8%,-17%,-12%,-19%,4%
CC(C)c1ccc2nc(NC(=O)C3CC3)sc2c1,-10,-5%,-1%,u,20%,-2%,-5%,1%,0%,-4%,-16%
O=[N+]([O-])c1cc([N+](=O)[O-])c(Oc2c(F)cccc2F)cc1NN1CCCCC1,-5,0%,-3%,4%,8%,-1%,-5%,-2%,-7%,6%,0%
CCOC(=O)C1(C)NC(c2ccc(OC)cc2OC)C2C(=O)N(CC)C(=O)C21 (centres undefined),9,1%,-6%,5%,1%,-2%,-4%,-2%,-11%,18%,-2%[11.5 µM]
COc1ccc(NC(=O)c2oc3ccccc3c2CSC)cc1S(=O)(=O)N1CCOCC1,-9,3%,3%,4%,3%,x,1%,1%,-1%[46.1 µM],22%,-10%
CC(C)n1nnnc1SCC(=O)Nc1ccc2c(c1)OCO2,1,1%,-2%,u,-8%,-1%,-1%,-22%,0%[46.1 µM],1%,0%
CCc1ccc(C(=O)CC2(O)C(=O)N(CN3CCOCC3)c3ccccc32)cc1 (centres undefined),-6,0%,5%,24%,-4%,0%,-1%,-3%,1%,-13%,3%
O=C(NCc1ccccn1)Nc1ccccc1Cl,14,3%,-2%,u,-3%,0%,-1%,-8%,-3%,0%,-2%
COc1cc2nc(C3CCC3)n(N)c(=O)c2cc1OC,3,2%,-5%,-3%,5%,-1%,-5%,-1%,-4%,u,-2%
CC(C)c1ccc(NC(=O)CC2Oc3ccccc3NC2=O)cc1 (centres undefined),-3,-2%,0%,-3%,5%,-3%,-3%,-3%,-4%,0%,-5%
O=C(C1CCCN(c2nnc(-n3cccc3)s2)C1)N1CCN(c2ccccc2)CC1 (centres undefined),-15,-11%,-13%,16µM*,5%,2%,0%,-3%,-10%,-23%,-5%
COc1ccc(Nc2ncnc3ccc(Br)cc23)cc1OC,-11,0%,8%,u,-8%,10%,-3%,10%,1%,4µM*,-9%
CC(C)(C)C(=O)NC(=S)NNC(=O)C(c1ccccc1)c1ccccc1,-10,-1%,1%,-11%,-21%,-29%,0%,-3%,-2%,13%,-5%
O=C1CC[C@@H](O)CCN1CC[C@H](Sc1ccccc1)c1ccccc1,-1,0%,-4%,u,-11%,3%,-6%,11%,-1%,-3%,5%
CCNC(=O)CN1C(=O)NC(Cc2ccccc2)(Cc2ccccc2)C1=O,13,4%,4%,-7%,6%,15%,2%,-5%,-1%,18%,-7%
CC(=O)c1c(C(C)=O)c(C)n(-c2cccc([N+](=O)[O-])c2)c1C,14,1%,-6%,4%,3%,-6%,1%,10%,-2%[46.1 µM],-11%,-1%
COc1cc(C#CC#CCN2CCCCC2)ccc1O,-11,4%,-3%,u,-9%,-1%,0%,-3%,1%,0%,9%
Cc1ccc(C(C(=O)NC2CCCC2)N(Cc2ccc3c(c2)OCO3)C(=O)Cc2cccs2)cc1 (centres undefined),26,-1%,1%,-3%,-8%,3%,1%,4%,1%[46.1 µM],22%,5%
COc1ccc(Br)cc1CNC(=O)Cc1cccs1,-4,4%,4%,6%,0%,-7%,-1%,2%,-3%,5%,1%
COc1ccccc1CCNC(=O)C(=O)NCC1OCCN1S(=O)(=O)c1ccc(C)cc1 (centres undefined),-1,-2%,4%,-7%,0%,5%,-6%,-4%,7%,-21%,3%
CCOC(=O)COc1ccc2c(=O)c(-c3ccc(OC)c(OC)c3)c(C(=O)OCC)oc2c1,3,-1%,-11%,0%,u,3%,-2%,u,-2%,9%,-16%
O=C(NC1CC1)c1ccc(CSCc2cccc(F)c2)o1,0,-1%,6%,-5%,-9%,3%,-4%,-9%,-4%,-13%,2%
COc1ccc(S(=O)(=O)Nc2ccccc2C(=O)Nc2nc(-c3ccc(F)cc3)cs2)cc1OC,-88*,168%[activator],1%,15µM*,u,22%,-11%,1%,-7%[46.1 µM],-14%,5%

# Structures listed above that bear a hit mark in Integrin act MD.
compound,TSHR antag,ASM inhibitor,Tb PFK inh,Mito fusion yeast,PTAP TSG101 blk,Eya2 phos inh,TCR activator,Integrin act MD
COc1ccc(Nc2ncnc3ccc(Br)cc23)cc1OC,-11,0%,8%,10%,-3%,10%,1%,4µM*
